CHX counter – counter-screen hit for Shiga toxin inhibitors, cycloheximide; max response, %; cell reporter, cycloheximide protein synthesis inhibition counterscreen; AID 2314; actives 12% (n = 300,000); in the data active = max response mostly above about 13%, no sharp cut-off; inactive = mostly below about 14%; also: read at 38.3 µM for the half of the compounds with a filed dose; 0% is about no effect
Tb PYK inh – T. brucei pyruvate kinase inhibition | TbPYK enzyme, Kinase-Glo Plus ATP luminescence, 45 min | Potency, µM (top dose mostly 76.8 µM), for inactives: top-dose activity, negative = inhibition, usual class: inhibitors | actives 0.12% (n = 410,000); also: potency is read from the fitted curve at half-maximal effect; % is scaled to controls: 0 for no effect and ±100 for the full control effect; nearly all actives have a fitted effect of over 50% in size
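Screened from lowest to highest concentration, compounds were pinned into TbPYK/substrate mixtures, and ADP (130 uM final) was added. Plates sat at room temperature for 45 min prior to Kinase-Glo Plus detection by luminescence.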
Pf growth 96h – P. falciparum growth inhibition at 96 hour, primary screen for plastid delayed-death inhibitors; Potency, µM (highest dose often 28.7 µM), inactives show top-dose activity change, negative = inhibition, most hits filed as inhibitors; P. falciparum luciferase reporter growth, 96 h; actives 6.9% (n = 320,000); also: potency is read from the fitted curve at half-maximal effect; % is scaled to controls: 0 for no effect and ±100 for the full control effect
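Compounds incubated with erythrocytes infected by luciferase-expressing P. falciparum (2% hematocrit, 0.05% parasitemia final) for 96 hours, 37 C in 5% CO2. Growth inhibition scored as decreased luciferase luminescence.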
AMA1-RON2 inh – disrupts binding of P. falciparum AMA1 to RON2 | AlphaScreen AMA1-biotinylated RON2 peptide binding | Potency, µM (top dose mostly 58.2 µM), for inactives: top-dose activity change, negative = inhibition, actives largely listed as inhibitors | actives 0.2% (n = 360,000) | AID 720542;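 also: potency is read from the fitted curve at half-maximal effect; 0% = vehicle wells and -100% = peptide control; nearly all actives have a fitted effect of over 45% in size; some results filed as inactive show a strong effect at the top dose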
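AMA1 (3D7) with his tag at 25 nM final met compounds first, then biotinylated RON2 peptide at 25 nM; detection used donor plus acceptor beads, 10 µg/mL apiece, read by AlphaScreen after 30 min at room temperature.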
Shiga toxin inh – blocks Shiga toxin action in Vero cells. AID 2315. inhibition, % at 38.7 µM. actives 9.2% (n = 290,000). Vero cells, Shiga toxin protein synthesis inhibition reporter; in the data active = inhibition mostly above about 28%, no sharp cut-off; inactive = mostly below about 43%; also: 0% is about no effect
Pf growth 48h – inhibits P. falciparum growth in the first generation, 48 h | Potency, µM (highest dose often 28.7 µM), for inactives: at the top dose activity change, negative = inhibition, most hits filed as inhibitors | actives 5.9% (n = 310,000) | P. falciparum luciferase growth in erythrocytes, 48 h; also: potency is read from the fitted curve at half-maximal effect; % is scaled to controls: 0 for no effect and ±100 for the full control effect
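A one-generation exposure of luciferase-tagged malaria parasites in RPMI 1640/Albumax erythrocyte culture, 37 C and 5% CO2. Inhibition is inferred from decreased luminescence after adding detection reagent.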
LmPK inhibitor – LmPK (Leishmania mexicana) enzyme inhibition | purified LmPK, Kinase-Glo ATP luminescence, 1 h | Q27686 | Potency, µM (series often up to 57.5 µM), without a hit: at the highest dose activity change, negative = inhibition, usual class: inhibitors | actives 0.37% (n = 290,000) | AID 1721; also: potency is read from the fitted curve at half-maximal effect; % is scaled to controls: 0 for no effect and ±100 for the full control effect
Target sequence (Q27686 whole entry, looked up): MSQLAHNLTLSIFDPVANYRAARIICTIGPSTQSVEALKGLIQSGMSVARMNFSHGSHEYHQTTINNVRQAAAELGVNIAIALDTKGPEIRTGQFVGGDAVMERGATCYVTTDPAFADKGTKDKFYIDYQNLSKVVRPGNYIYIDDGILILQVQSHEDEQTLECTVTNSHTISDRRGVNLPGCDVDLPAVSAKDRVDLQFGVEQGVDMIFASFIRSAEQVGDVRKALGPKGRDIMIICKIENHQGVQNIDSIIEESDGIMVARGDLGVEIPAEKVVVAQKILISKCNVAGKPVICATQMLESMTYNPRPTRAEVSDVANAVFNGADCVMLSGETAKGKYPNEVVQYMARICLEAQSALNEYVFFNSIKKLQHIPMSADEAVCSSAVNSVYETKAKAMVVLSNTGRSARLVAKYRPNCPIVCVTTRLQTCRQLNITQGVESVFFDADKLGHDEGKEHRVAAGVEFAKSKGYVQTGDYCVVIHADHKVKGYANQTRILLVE
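ATP generated from ADP (0.1 mM) and PEP (0.5 mM) by 0.1 nM LmPK over 1 h at room temperature (pH 7.2 imidazole buffer) was detected by coupled luciferase luminescence. Values were normalized to uninhibited and no-enzyme wells.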
* marks the source's active call; other numbers are inactive results; ? = inconclusive; . = no result given; [ ] = another dose, or the depositor's remark. Unless noted, calls follow the shape of the dose curve; as a rule, active = well fitted curve in the direction sought with a large enough effect; inconclusive = small, poorly fitted or top-dose-only effect, or another doubt; inactive = no such curve, though single readings can be large; an effect the other way counts as inactive or inconclusive.

item	Molecule	CHX counter	Tb PYK inh	Pf growth 96h	AMA1-RON2 inh	Shiga toxin inh	Pf growth 48h	LmPK inhibitor
1	O=C(/C=C/c1ccco1)N/C(=C\c1ccco1)C(=O)NCCc1nc2ccccc2[nH]1	1	-11%	-3%	31%[activator]	7	-2%	0%
2	Cc1ccccc1NC(=O)CN(C)S(=O)(=O)c1cccs1	9	-2%	21%	5%	-4	30%	1%
3	COc1cc(/C=N/N=C2/C(=O)Nc3ccccc32)ccc1O	23*	-18%	?	4%[11.6 µM]	0	7%	-20%
4	CCn1ccnc1CN1CCCC(C(=O)c2cc(C)c(OC)c(C)c2)C1 (centres undefined)	-2	2%	?	32%[activator]	14	12µM*	7%
5	CN(C)c1ccc(C=C2C(=O)OC(C)(C(C)(C)C)OC2=O)cc1 (centres undefined)	-2	-12%	28%	5%	35	-1%	-1%
6	CC(=O)Nc1cc2c(cc1NC(=O)Cn1nc(-c3ccccc3F)ccc1=O)OCCO2	-3	7%	39%[activator]	-7%	16	?	2%
7	Cc1ccc(NC(=S)N/N=C/c2c(Cl)cccc2Cl)c(C)c1	16	-1%	?	4%[2.32 µM]	29	14%	1%
8	COc1ccc(-c2nn(CC(=O)N3CCCCC3)c(=O)c3ccccc23)cc1	-1	.	-16%	.	18	7%	0%
9	O=C(NNC(=O)c1ccc(NC(=O)c2ccccc2)cc1)c1ccc(F)cc1	-1	2%	-44%	-13%	10	-18%	10%
10	CC(=O)Nc1ccc(-c2nn[nH]n2)cc1Cl	-2	-5%	-6%	0%	-1	18%	2%
11	Cc1ccc(NS(=O)(=O)c2ccc(C(=O)N3CCC3)cc2)cc1	.	-2%	-1%	-5%	.	?	.
12	O=C(NCC(=O)N1CCOCC1)c1ccc(Cl)cc1	18*	-1%	6%	-4%	35	34%[activator]	-7%
13	COc1ccc(N2CCN(C(=O)CSc3nc4ccccc4c(=O)[nH]3)CC2)cc1	-2	4%	-18%	1%	-4	-13%	-3%
14	CCN(CCCNC(=O)CN1C(=O)COc2ccccc21)c1ccccc1	-2	-4%	3%	-7%	-12	-14%	-11%
15	Cc1cc(S(=O)(=O)N2CCN(CC(=O)N(C)Cc3ccccc3)CC2)ccc1Br	.	4%	-13%	1%	.	?	.
16	Cc1ccc(/C(CSc2nccn2-c2ncc(C(F)(F)F)cc2Cl)=N\O)cc1	10	-17%	1%	-2%	6	-27%	1%
17	O=C(O)C1CCCCC1C(=O)NCc1ccccc1 (centres undefined)	-1	-14%	-18%	-4%	-1	.	-7%
18	N#CCCN1CCN(S(=O)(=O)c2ccc(S(=O)(=O)NCc3ccccc3)cc2)CC1	-4	-2%	?	-1%	2	12%	2%
19	CCC(OC(=O)c1nsc(Cl)c1Cl)C(=O)NCCc1ccccc1 (centres undefined)	14	3%	18%	-3%	35	14%	-1%
20	C=CCn1c(N2CCN(c3ccc(OC)cc3)CC2)nc2c1c(=O)n(C)c(=O)n2C	6	0%	26%	-12%	-11	23%	-3%
21	Cc1cccc(NC(=O)NC2CCCCCCC2)c1C	-3	3%	?	-2%	-6	0%	1%
22	COc1ccc(CC(=O)N(C)CC(=O)Nc2ccc(F)cc2)cc1S(=O)(=O)N1CCOCC1	.	3%	?	5%	.	?	.
23	S=c1nc(C2COc3ccccc3O2)[nH][nH]1 (centres undefined)	8	?	-20%	88%[activator]	12	22%	0%
24	CCNc1nc2c(c(=O)[nH]c(=O)n2C)n1CC(C)C	6	-2%	17%	6%	-8	18%	-1%
25	O=C(CSc1ccc(-c2cccnc2)nn1)Nc1ccccc1F	6	1%	-23%	-8%	-3	-7%	-4%

(continued)
item	Molecule	CHX counter	Tb PYK inh	Pf growth 96h	AMA1-RON2 inh	Shiga toxin inh	Pf growth 48h	LmPK inhibitor
26	Cc1cc(Cl)c2ccc3ccccc3c2n1	-3	-1%	-14%	5%	-4	1%	-4%
27	CC1(C)N=C(N)NC(Nc2ccccc2)=N1	-1	3%	?	-9%	-25	?	-8%
28	COc1ccc(Cl)cc1NC(=O)C1CC(=O)N(C2CCCCC2)C1 (centres undefined)	-1	-2%	?	32%[activator]	-9	?	9%
29	O=C(CNC(=O)c1ccc(Br)cc1)c1ccccc1	28*	1%	264%[activator]	0%	29*	95%[activator]	-8%
30	Cc1ccc(-c2nc(CSCC(=O)Nc3cc(C)on3)c(C)o2)cc1	4	-3%	7%	-2%	-13	.	11%
31	O=c1[nH]c2ccccc2n1C1=CCCC1	-7	0%	0%	-3%	-21	24%	1%
32	CCSc1nc(=S)cc(C)[nH]1	-2	?	?	99%[activator]	-11	?	13%
33	COC(=O)CNC(=O)CNC(=O)c1nn(-c2ccc(OC)c(OC)c2)c(=O)c2ccccc12	-3	0%	28%	5%	-3	17%	-4%
34	O=C(COc1coc(CN2CCc3ccccc3C2)cc1=O)Nc1ccc(F)cc1	.	-2%	?	12%	.	-3%	.
35	O=C(c1cc2ncc(Br)cn2n1)N1CCOCC1	-1	0%	1%	-19%	-9	.	-2%
36	O=C(NCc1ccccc1)N1CCN(c2ccc(F)cc2)CC1	-4	-14%	12%	0%	-5	-8%	0%
37	O=S(=O)(c1ccccc1)c1nc(NCc2ccccc2)sc1Cl	1	-1%	11%	-9%	26	?	1%
38	Cc1ccc(S(=O)(=O)CCc2nnc(NC(=O)CCl)s2)cc1C	2	1%	-64%	55%[activator]	7	?	5%
39	O=C(NC1CCCC1)c1cc2cc(Br)ccc2o1	51*	0%	-18%	16%	92*	45%[activator]	3%
40	O=S(=O)(NCc1ccccc1)NCc1ccc(Cl)cc1Cl	-2	7%	2%	-3%	25	-8%	0%
41	CC1(C)CC(NC(=O)COc2ccc(Br)cc2Cl)CC(C)(C)N1	3	5%	-22%	-1%	-18	-9%	-11%
42	Cc1cccc(-n2ncc3c(Nc4c(C)n(C)n(-c5ccccc5)c4=O)ncnc32)c1	-1	0%	176%[activator]	1%	-12	?	1%
43	c1ccc(CN(Cc2ccccc2)c2ncnc3c2nnn3Cc2ccccc2)cc1	-2	1%	?	-9%	21	?	3%
44	O=C(COC(=O)c1ccccc1F)Nc1cccnc1Cl	41	-7%	0%	-13%	31	0%	5%
45	COc1ccc(C(=O)C(C)Oc2cccc(NC(=O)c3cccc([N+](=O)[O-])c3)c2)cc1 (centres undefined)	-1	-1%	?	-4%	-6	56%[activator]	10%
46	CCCCn1cnc2c(oc3nc4c(cc32)CCCC4)c1=O	26*	-2%	-57%	15%	46	67%[activator]	-10%
47	C=CCNC(=O)c1onc(CSc2ccc(F)cc2)c1C(=O)O	-4	-2%	77%[activator]	6%	-5	12%	3%
48	Cc1nc2ccccc2c(=O)n1-c1ccc(NS(=O)(=O)c2cc(F)ccc2F)cc1	.	0%	-3%	2%	.	?	.
49	COc1ccc(CCN=Cc2ccccc2O)cc1OC	2	-7%	?	-6%	-6	?	-11%
50	COc1ccc(-c2cc(=O)oc3cc(OC(C)C(=O)NC(Cc4c[nH]c5ccc(O)cc45)C(=O)O)ccc23)cc1 (centres undefined)	0	-4%	-6%	2%	-5	-32%	-1%

(cont.)
item	Molecule	CHX counter	Tb PYK inh	Pf growth 96h	AMA1-RON2 inh	Shiga toxin inh	Pf growth 48h	LmPK inhibitor
51	O=C(COc1ccccc1)N1CCN(S(=O)(=O)c2cccc([N+](=O)[O-])c2)CC1	-9	-5%	-19%	-2%	-18	-3%	-1%
52	O=C(NCc1ccco1)C(=O)c1c[nH]c2ccccc12	31*	-11%	25%	0%	54*	19%	-1%
53	Cc1cc(C)n(-c2ccc(Cl)c(C(=O)Nc3cc(C(F)(F)F)ccc3Cl)n2)n1	-2	13%	10%	16%	-10	10%	3%
54	Cc1ccnc(N2CCC(C(=O)NCc3ccc4c(c3)OCO4)CC2)n1	-1	-8%	5%	-5%	-11	6%	-3%
55	CC1CCCCN1c1nnc(NC(=O)c2cc(-c3ccc(Br)cc3)on2)s1 (centres undefined)	-1	3%	-21%	109%[activator]	-3	3%	1%
56	CCOC(=O)c1[nH]c(C)c(C(=O)Nc2ccccc2F)c1C	25*	-4%	?	4%	60*	70%[activator]	3%
57	Cc1noc(NS(=O)(=O)c2ccc(NC(=O)COc3ccccc3)cc2)c1C	-3	-14%	32%	9%	-17	33%[activator]	-7%
58	CN1CCN(CCC(=O)Nc2ccc(F)c(F)c2)CC1	-2	0%	.	4%	-15	.	6%
59	Cc1ccc(S(=O)(=O)n2[nH]c(=O)c(CCO)c2C)cc1	1	-26%	?	-2%	-3	15%	-3%
60	CCc1ccc(C(=O)N2CCN(c3ccc(NC(=O)c4cccnc4)cc3)CC2)cc1	-2	-6%	28%	-4%	-8	1%	-2%
61	Cc1nc(SCC(=O)Nc2c(C)n(C)n(-c3ccccc3)c2=O)nc(C)c1C	-3	-6%	139%[activator]	-12%	-6	97%[activator]	2%
62	O=C(CNC1CCN(Cc2ccccc2)CC1)Nc1ccc(S(=O)(=O)N2CCCCC2)cc1	-1	9%	?	13%	3	?	3%
63	O=C(NC(=S)Nc1nc2c(s1)CCCC2)c1ccc(C(=O)c2ccccc2)cc1	17	-10%	4%	2%	12	-2%	0%
64	O=C(Nc1ccc(F)cc1)Nc1nnc(Cc2ccccc2)s1	3	2%	4.7µM*	2%	.	?	7%
65	COc1cccc(-c2nnc3sc(C4CCCCC4)nn23)c1	16	-18%	3%	1%	36	.	11%
66	COc1ccc(CC(=O)Nc2cccc(C(=O)O)c2C)cc1	15*	-22%	?	-1%	1	111%[activator]	-2%
67	O=C(NCc1ccco1)c1nc(-c2ccccc2)n(-c2ccccc2)n1	-2	-4%	-29%	1%	-15	6%	-4%
68	COc1ccc(CCNC(=O)c2cccnc2SC)cc1	-3	9%	-3%	14%	-19	1%	1%
69	CSc1ccc(/C=N\Nc2nncn2N)cc1	28*	-6%	36%[activator]	54%[activator]	76*	-12%	-6%
70	Nc1ccccc1S(=O)(=O)c1ccccc1N	-1	5%	33%[activator]	0%	-19	21%	0%
71	Cc1cc(C(=O)OCC(=O)c2c(N)n(C)c(=O)n(C)c2=O)c(C)n1-c1ccccc1	3	0%	.	-2%	-16	?	3%
72	COc1cccc(OC)c1C(=O)OCC(=O)NC(=O)NCc1ccccc1	1	-17%	7%	-27%	-9	-7%	-3%
73	c1ccc(-c2nc3ccccc3nc2-c2ccccn2)nc1	-1	1%	3%	22%	12	12%	1%
74	COc1ccccc1NC(=O)CSc1nc2ccccc2c(=O)n1CC1CCCO1 (centres undefined)	-3	-11%	25%	-2%	-6	?	-1%
75	O=C(NC1CCCC1)c1cc(S(=O)(=O)N2CCOCC2)c(Cl)cc1Cl	6	-26%	4.7µM*	-16%	-11	-30%	-1%

Structures from the list above that contain a COOH group, in the order listed:
item	Molecule	CHX counter	Tb PYK inh	Pf growth 96h	AMA1-RON2 inh	Shiga toxin inh	Pf growth 48h	LmPK inhibitor
17	O=C(O)C1CCCCC1C(=O)NCc1ccccc1 (centres undefined)	-1	-14%	-18%	-4%	-1	.	-7%
47	C=CCNC(=O)c1onc(CSc2ccc(F)cc2)c1C(=O)O	-4	-2%	77%[activator]	6%	-5	12%	3%
50	COc1ccc(-c2cc(=O)oc3cc(OC(C)C(=O)NC(Cc4c[nH]c5ccc(O)cc45)C(=O)O)ccc23)cc1 (centres undefined)	0	-4%	-6%	2%	-5	-32%	-1%
66	COc1ccc(CC(=O)Nc2cccc(C(=O)O)c2C)cc1	15*	-22%	?	-1%	1	111%[activator]	-2%
